Screening results: PubChem, Broad Institute
Tcruzi prolif – T. cruzi proliferation inhibition; T. cruzi beta-gal in NIH3T3, GalScreen luminescence, 90 h; inhibition, % at 8.34 µM; 77,000 tested, 5.9% active; AID 624255;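 active means mean inhibition above about 93%, with at least 55% of replicates each passing it, limit read from the data, passing the limit was not always enough; inconclusive means only one of those two conditions holds; inactive means neither condition holds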
KDM4C inh – blocks human GASC-1 (KDM4C) demethylase activity. GST-KDM4C 2-372, H3K9me3 peptide, LANCE TR-FRET. 96,000 tested, 0.15% active. AID 720574. Q9H3R0. inhibition, % at 12.5 µM;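 active means mean replicate inhibition above about 25%, with at least 55% of replicates also reaching it, limit read from the data, passing the limit was not always enough; inconclusive means only one of those two conditions met; inactive means neither condition met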
Target sequence (Q9H3R0 2-372 limits assumed): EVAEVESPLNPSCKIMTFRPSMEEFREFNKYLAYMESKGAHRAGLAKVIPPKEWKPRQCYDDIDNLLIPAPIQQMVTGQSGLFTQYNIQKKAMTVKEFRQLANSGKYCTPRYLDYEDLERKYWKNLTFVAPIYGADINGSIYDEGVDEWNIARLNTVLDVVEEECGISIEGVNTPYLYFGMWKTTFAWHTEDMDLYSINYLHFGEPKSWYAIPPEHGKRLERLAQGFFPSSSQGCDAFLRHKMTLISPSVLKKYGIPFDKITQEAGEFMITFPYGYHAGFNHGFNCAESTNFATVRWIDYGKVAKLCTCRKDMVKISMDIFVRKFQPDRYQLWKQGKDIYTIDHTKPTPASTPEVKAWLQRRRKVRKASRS
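reagent = H3K9me3 peptide substrate, Fe(II), 2-oxoglutarate | system = GST-tagged GASC-1 (JMJD2C) catalytic fragment, aa 2-372 | amount = enzyme final amount 10 nM | read-out = Fall in 671/618 emission ratio as inhibition | medium = HEPES buffer, pH 7.5, plus ascorbate | schedule = 30 min reaction, 60 min detection, RT | measured by = LANCE TR-FRET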
Pf Dd2 inh – inhibitors of Plasmodium falciparum Dd2 growth | 94,000 tested, 2.3% active | AID 1159554 | P. falciparum Dd2 growth, SYBR Green, 72 h; stronger effect = lower value | activity change, % at 10 µM; in the data active means activity change below about -80%; inconclusive means no clear call, values can overlap the other calls
C diff HTS – blocks growth of Clostridium difficile; Clostridium difficile clinical isolate growth, OD600, 24 h; stronger effect = lower value; growth activity, negative = inhibition, % at 16 µg/mL (by protocol); 86,000 tested, 0.25% active;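 active means mean growth activity at or below -80% and every replicate also at or below -80%; inconclusive means mean at or below -80% but some replicate above -80%; inactive means mean growth activity above -80%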;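 further: 0% = DMSO wells and -100% = levofloxacin 16 µg/mL wells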
Numbers without * were called inactive; ? = inconclusive; · = no result given; & = joins results of further samples; ! = not active in a repeat.

A first look (5 entries):
no.	compound	Tcruzi prolif	KDM4C inh	Pf Dd2 inh	C diff HTS
1	C[C@H](CO)N1C[C@H](C)[C@@H](CN(C)Cc2ccncc2)Oc2ccc(NC(=O)CCCCCC(=O)Nc3ccccc3N)cc2CC1=O	44	0.6	-21	-5
2	C[C@H](CO)N1C[C@H](C)[C@H](CN(C)S(=O)(=O)c2cccs2)Oc2ncc(C#Cc3ccccc3)cc2C1=O	119*!	-5.9	-42&-31	0&-1
3	C[C@H]1CN([C@@H](C)CO)C(=O)Cc2cc(NC(=O)C3CCCCC3)ccc2O[C@@H]1CN(C)CC1CCCCC1	63	3.5	-13	-7
4	CC(C)C#Cc1cnc2c(c1)C(=O)N([C@@H](C)CO)C[C@@H](C)[C@H](CN(C)C(=O)Cc1ccccn1)O2	-79	·	-21	-1
5	C[C@@H]1CN([C@@H](C)CO)C(=O)c2cccc(NS(=O)(=O)c3ccccc3)c2O[C@H]1CN(C)Cc1ccncc1	-18	3.7	31	-4

Results, previewed entries included:
no.	compound	Tcruzi prolif	KDM4C inh	Pf Dd2 inh	C diff HTS
1	C[C@H](CO)N1C[C@H](C)[C@@H](CN(C)Cc2ccncc2)Oc2ccc(NC(=O)CCCCCC(=O)Nc3ccccc3N)cc2CC1=O	44	0.6	-21	-5
2	C[C@H](CO)N1C[C@H](C)[C@H](CN(C)S(=O)(=O)c2cccs2)Oc2ncc(C#Cc3ccccc3)cc2C1=O	119*!	-5.9	-42&-31	0&-1
3	C[C@H]1CN([C@@H](C)CO)C(=O)Cc2cc(NC(=O)C3CCCCC3)ccc2O[C@@H]1CN(C)CC1CCCCC1	63	3.5	-13	-7
4	CC(C)C#Cc1cnc2c(c1)C(=O)N([C@@H](C)CO)C[C@@H](C)[C@H](CN(C)C(=O)Cc1ccccn1)O2	-79	·	-21	-1
5	C[C@@H]1CN([C@@H](C)CO)C(=O)c2cccc(NS(=O)(=O)c3ccccc3)c2O[C@H]1CN(C)Cc1ccncc1	-18	3.7	31	-4
6	COc1ccccc1S(=O)(=O)N(C)C[C@H]1Oc2ncc(-c3ccc(C)cc3)cc2C(=O)N([C@H](C)CO)C[C@@H]1C	99*	0.3	-39	18
7	CS(=O)(=O)N1CC2(C1)[C@H](c1ccccc1)[C@H](CO)N2CC1CCCC1	·	-1.8	-11	5
8	CC(C)NC(=O)Nc1ccc2c(c1)C(=O)N(C)[C@H]1CC[C@@H](CC(=O)Nc3ccccc3)O[C@@H]1CO2	19	3.2	-9	-6
9	C[C@@H]1CCCCO[C@H](CN(C)C(=O)CCC(F)(F)F)[C@H](C)CN([C@H](C)CO)C(=O)c2cc(NC(=O)c3ccccc3)ccc2O1	47	-1.1	-26	2
10	C[C@H](CO)N1C[C@H](C)[C@H](CN(C)C(=O)Nc2ccc(F)cc2)OCCCC[C@H](C)Oc2ccc(NC(=O)c3ccccc3)cc2C1=O	?	-1.9	-57	8
11	C[C@H]1CN([C@@H](C)CO)C(=O)c2cc(C3=CCCCC3)cnc2O[C@@H]1CN(C)C(=O)c1ccc(F)cc1	2	-0.2	-35	4
12	Cc1noc(C)c1S(=O)(=O)Nc1ccc2c(c1)C(=O)N([C@H](C)CO)C[C@@H](C)[C@@H](CN(C)C(=O)NC(C)C)OCCCC[C@H](C)O2	-66	0.8	21	3
13	C[C@H](CO)N1C[C@H](C)[C@@H](CN(C)C(=O)Cc2ccccc2)Oc2cc(C#CC3(O)CCCC3)ccc2S1(=O)=O	-45	-0.6	-12	-2
14	COc1ccc(CN(C)C[C@@H]2Oc3ccc(NC(=O)Cc4cn(C)c5ccccc45)cc3CC(=O)N([C@@H](C)CO)C[C@H]2C)cc1	·	0.9	-28	-5
15	O=C(c1cccnc1)N1CC2(C1)[C@H](c1ccccc1)[C@H](CO)N2Cc1ccncc1	·	-0.9	35	2
16	COc1ccc(S(=O)(=O)Nc2ccc3c(c2)CC(=O)N([C@@H](C)CO)C[C@H](C)[C@@H](CN(C)Cc2ccc4c(c2)OCO4)O3)cc1	69	1.2	-12	3
17	COc1ccc(CN(C)C[C@H]2OCCCC[C@H](C)Oc3ccc(NS(=O)(=O)c4c(C)noc4C)cc3C(=O)N([C@H](C)CO)C[C@@H]2C)cc1	18	1.3	-1	-8
18	CC(C)COC(=O)N(C)C[C@@H]1OCc2ccccc2-c2ccccc2C(=O)N([C@@H](C)CO)C[C@@H]1C	45	1.5	23	0
19	CC(C)NC(=O)N(C)C[C@H]1Oc2c(NC(=O)Nc3cccc4ccccc34)cccc2C(=O)N([C@H](C)CO)C[C@@H]1C	2	0.8	1	8
20	C[C@@H]1CN([C@@H](C)CO)C(=O)c2cc(NC(=O)C3CCCCC3)ccc2O[C@H]1CN(C)S(C)(=O)=O	-6	-0.1	16	-1
21	COCc1cn(CC[C@@H]2CC[C@@H](NC(=O)Nc3ccc(Cl)cc3)[C@H](CO)O2)nn1	11	-0.8	-5	-1
22	C[C@@H]1CN([C@H](C)CO)C(=O)c2ccccc2-c2ccccc2CO[C@@H]1CN(C)C(=O)[C@@H]1CCCN1C	-31	-0.5	-16	-6
23	CN1C(=O)c2cc(NC(=O)C3CCCC3)ccc2OC[C@H]2O[C@H](CC(=O)Nc3ccccc3)CC[C@@H]21	-84	-1.9	-5	0
24	C[C@H]1CN([C@@H](C)CO)C(=O)c2cc(NC(=O)C3CC3)ccc2O[C@@H]1CN(C)Cc1ccc2c(c1)OCO2	-1	-0.2	6	0
25	O=C(NC1CCCCC1)N[C@H]1CC[C@@H](CCNS(=O)(=O)c2ccccc2)O[C@H]1CO	-1	-0.5	-26	2

A few values from the results shown.
KDM4C inh with entry 22 reads -0.5
Pf Dd2 inh with entry 21 reads -5

The main list resumes, starting 2 compounds before the break.
no.	compound	Tcruzi prolif	KDM4C inh	Pf Dd2 inh	C diff HTS
24	C[C@H]1CN([C@@H](C)CO)C(=O)c2cc(NC(=O)C3CC3)ccc2O[C@@H]1CN(C)Cc1ccc2c(c1)OCO2	-1	-0.2	6	0
25	O=C(NC1CCCCC1)N[C@H]1CC[C@@H](CCNS(=O)(=O)c2ccccc2)O[C@H]1CO	-1	-0.5	-26	2
26	C[C@H]1CCCCO[C@@H](CN(C)S(=O)(=O)c2ccc(F)cc2)[C@@H](C)CN([C@@H](C)CO)C(=O)c2cc(NC(=O)NC3CCCCC3)ccc2O1	69	-0.6	-60	1
27	CN1CCN(C(=O)C[C@H]2CC[C@@H]3[C@H](COc4ccc(NC(=O)C5CCCC5)cc4C(=O)N3C)O2)CC1	·	1.0	-74	-6
28	C[C@@H]1CN([C@@H](C)CO)S(=O)(=O)c2ccc(-c3ccc(F)cc3)cc2O[C@H]1CN(C)S(C)(=O)=O	·	0.1	-29	10
29	O=C(O)C[C@@H]1CC[C@@H]2[C@H](COC[C@H](O)CN2S(=O)(=O)c2ccc(F)cc2)O1	·	5.4	-9	1&-4
30	C[C@@H]1CN([C@@H](C)CO)C(=O)Cc2cc(NC(=O)Nc3ccc(F)cc3)ccc2O[C@H]1CN(C)Cc1ccncc1	68	0.7	8	5
31	C[C@@H]1CN([C@H](C)CO)C(=O)c2cccc(NC(=O)c3ccncc3)c2O[C@@H]1CN(C)S(C)(=O)=O	-20	0.8	10	-3
32	COC(=O)N(C)C[C@@H]1OCc2ccccc2-c2ccccc2C(=O)N([C@@H](C)CO)C[C@@H]1C	48	-0.4	23	·
33	O=C(Cc1ccncc1)NCC[C@H]1CC[C@H](NS(=O)(=O)c2ccccc2Cl)[C@H](CO)O1	-1	2.4	16	·
34	O=C(C1CC1)N1CC[C@H]2[C@H](CO)Nc3ccc(-c4ccc(F)cc4)cc3[C@H]21	55	-3.6	-13	-3
35	Cc1ccc(S(=O)(=O)N(C)C[C@@H]2Oc3ccc(NS(=O)(=O)c4ccc(F)cc4)cc3C(=O)N([C@@H](C)CO)C[C@H]2C)cc1	23	-1.5	-28	-8
36	Cc1cc(C(=O)Nc2cccc3c2O[C@@H](CN(C)Cc2ccccc2)[C@H](C)CN([C@@H](C)CO)C3=O)n(C)n1	19	1.7	-3	-1
37	C[C@@H]1CN([C@H](C)CO)S(=O)(=O)c2ccc(C#CC3CCCC3)cc2O[C@@H]1CN(C)C(=O)Cc1ccncc1	117*	1.2	-38	-13
38	COc1ccc(NC(=O)N(C)C[C@H]2OCCCC[C@@H](C)Oc3ccc(N(C)C)cc3C(=O)N([C@@H](C)CO)C[C@@H]2C)cc1	57	5.0	-32	-4
39	COc1ccc(S(=O)(=O)Nc2ccc3c(c2)C(=O)N([C@H](C)CO)C[C@H](C)[C@@H](CN(C)C(=O)NC2CCCCC2)O3)cc1	-3	-0.3	12	·
40	O=C(Cc1ccccc1)N[C@H]1CC[C@H](CC(=O)N2CCOCC2)O[C@@H]1CO	-27	0.0	7	·
41	C[C@H](CO)N1C[C@H](C)[C@H](CN(C)S(=O)(=O)c2ccc(F)cc2)Oc2c(NC(=O)c3cnccn3)cccc2C1=O	20	0.9	-2	-2
42	CO[C@H]1CN(C)C(=O)c2cc(NC(=O)c3cnccn3)ccc2OC[C@@H](C)N(CCc2ccccc2)C[C@@H]1C	·	0.1	-35	·
43	Cc1ccccc1S(=O)(=O)NCC[C@H]1CC[C@@H](NC(=O)Nc2cccc(Cl)c2)[C@H](CO)O1	-47	0.3	5	·
44	COc1ccc(CN(C)C[C@@H]2Oc3c(NC(=O)Nc4ccc(C(F)(F)F)cc4)cccc3C(=O)N([C@H](C)CO)C[C@H]2C)cc1	·	8.6	4	2
45	C[C@H]1CN([C@@H](C)CO)S(=O)(=O)c2ccc(-c3ccncc3)cc2O[C@H]1CN(C)S(C)(=O)=O	3	0.1	-3	2
46	O=C(C[C@H]1C[C@H]2c3cc(NC(=O)Nc4ccccc4F)ccc3O[C@H]2[C@@H](CO)O1)NCC(F)(F)F	-32	4.9	-3	2
47	C[C@H](CO)N1C[C@H](C)[C@H](CN(C)Cc2ccc(-c3ccccc3)cc2)Oc2ccc(NC(=O)Cn3cnnn3)cc2C1=O	78	-2.3	-6	-9
48	O=C(CC1CC1)Nc1ccc2c(c1)[C@@H]1C[C@H](CC(=O)N3CCOCC3)O[C@@H](CO)[C@@H]1O2	-59	-1.7	-6	2
49	CO[C@@H]1CN(C)C(=O)c2cc(NC(=O)c3ccc(F)cc3)ccc2OC[C@@H](C)N(C)C[C@H]1C	-54	1.6	·	-5
50	CO[C@@H](CN(C)S(=O)(=O)c1ccc(Cl)cc1)[C@H](C)CN(C(=O)Nc1ccccc1F)[C@H](C)CO	-28	1.0	-18	·
51	C[C@H](O)C#Cc1ccc2c(c1)O[C@@H](CN(C)C(=O)C1CCCCC1)[C@@H](C)CN([C@H](C)CO)S2(=O)=O	59	0.3	-16	0
52	COc1ccc(S(=O)(=O)N(C)C[C@@H]2OCCCC[C@@H](C)Oc3ccc(NS(=O)(=O)c4ccc(F)cc4)cc3C(=O)N([C@@H](C)CO)C[C@@H]2C)cc1	112*	-0.1	-64	7
53	COc1ccc(NC(=O)Nc2ccc3c(c2)CC(=O)N([C@@H](C)CO)C[C@H](C)[C@@H](CN(C)C(=O)Nc2c(C)noc2C)O3)cc1	-3	0.3	15	-4
54	COc1ccc(S(=O)(=O)N(C)C[C@H]2OCCCC[C@@H](C)Oc3ccc(NC(=O)c4ccccc4)cc3C(=O)N([C@H](C)CO)C[C@@H]2C)cc1	84	-0.1	-45	17
55	CCCN1[C@H](C(=O)NC2CCCC2)[C@@H](CO)[C@@H]2Cn3c(ccc(-c4cccnc4)c3=O)[C@@H]21	·	6.3	-15	6
56	C[C@@H]1CN([C@@H](C)CO)C(=O)c2cccc(NC(=O)NC3CCCCC3)c2O[C@H]1CN(C)Cc1ccc(Cl)c(Cl)c1	?	0.6	-9	15
57	Cc1noc(C)c1NC(=O)N(C)C[C@@H]1Oc2c(NC(=O)c3nc4ccccc4s3)cccc2C(=O)N([C@H](C)CO)C[C@H]1C	-145	-0.8	-33	0
58	OC[C@H]1[C@@H](c2ccccc2)C2(CN(Cc3cccnc3)C2)N1Cc1ccncc1	·	1.9	-6	-5
59	COCC(=O)N1C[C@H](C)[C@@H](OC)CN(C)C(=O)c2ccc(NC(=O)Nc3ccccc3)cc2OC[C@@H]1C	·	0.7	21	12
60	C[C@@H]1CN([C@@H](C)CO)C(=O)Cc2cc(NS(=O)(=O)c3ccc(Cl)cc3)ccc2O[C@H]1CN(C)CC1CC1	-1	-0.5	-37	-2
61	C[C@H]1CN([C@@H](C)CO)C(=O)Cc2cc(NS(C)(=O)=O)ccc2O[C@@H]1CN(C)C(=O)NC1CCCCC1	19	-1.0	8	-1
62	C[C@H](CO)N1C[C@H](C)[C@@H](CN(C)Cc2ccc(C(=O)O)cc2)Oc2ccc(NC(=O)Nc3ccccc3)cc2C1=O	-14	-2.2	20	0
63	C[C@H]1CN([C@@H](C)CO)S(=O)(=O)c2ccc(/C=C/c3ccccc3)cc2O[C@@H]1CN(C)C(=O)Nc1ccc(F)cc1	127*	-2.5	-43	9
